NCI-60 one-dose screen, 48 h, at 10 µM unless noted. Numbers give growth in % (100 = growth as untreated, 0 = no growth, -100 = all killed).
LOX IMVI: LOX IMVI melanoma. 7.4% of 79,000 active. AID 1794757
SK-MEL-5: SK-MEL-5 melanoma | 6.4% of 80,000 active
SK-MEL-28: SK-MEL-28 melanoma; 4.1% of 81,000 active; AID 1794761
UACC-62: UACC-62 melanoma. 5.4% of 81,000 active
UACC-257: UACC-257 melanoma. 4.4% of 78,000 active. AID 1794764
SK-MEL-2: SK-MEL-2 melanoma; 4.7% of 77,000 active
MDA-MB-435: MDA-MB-435 melanoma; 7.8% of 82,000 active; AID 1794794
MALME-3M: MALME-3M melanoma | 5.8% of 78,000 active | AID 1794766
Numbers without * were called inactive; . = not tested or not shown. How the source made its calls: active means growth percent below 10; inactive means the rest.

cpd	compound	SK-MEL-28	UACC-257	SK-MEL-2	MALME-3M
1	CCCCCCOC(N)=O	101	.	114	108
2	CN(C(=O)CCl)c1ccccc1	105	99	110	103
3	CC(=O)C(c1c(O)c2ccccc2oc1=O)c1cc(=O)oc2cc(C)ccc12 (stereo unspecified)	109	103	.	107
4	CCC(=O)OC1CC2=CC(=O)CCC2(C)C2CCC3(C)C(OC(=O)CC)CCC3C12 (stereo unspecified)	116	106	101	93
5	COc1cc(C=Nc2cccc(Br)c2)ccc1N(CCCl)CCCl	116	97	91	128
6	c1ccc2c(CN3CCOCC3)c[nH]c2c1	103	85	102	98
7	O=C(N/N=C/c1ccc([N+](=O)[O-])o1)c1cc([N+](=O)[O-])cc([N+](=O)[O-])c1O	113	99	.	122
8	OC1/C(=C/c2cn(Cc3ccccc3)c3ncccc23)N2CCC1CC2 (stereo unspecified)	102	89	96	105

cpd	UACC-62	MDA-MB-435	LOX IMVI	SK-MEL-5
1	106	105	107	102
2	102	104	94	102
3	89	110	95	100
4	73	107	90	74
5	76	103	69	86
6	91	105	90	87
7	89	98	85	95
8	85	97	95	94

From compound 7 as far as 8, as listed above:
cpd	compound	SK-MEL-28	UACC-257	SK-MEL-2	MALME-3M
7	O=C(N/N=C/c1ccc([N+](=O)[O-])o1)c1cc([N+](=O)[O-])cc([N+](=O)[O-])c1O	113	99	.	122
8	OC1/C(=C/c2cn(Cc3ccccc3)c3ncccc23)N2CCC1CC2 (stereo unspecified)	102	89	96	105

cpd	UACC-62	MDA-MB-435	LOX IMVI	SK-MEL-5
7	89	98	85	95
8	85	97	95	94

(list continues)
cpd	compound	SK-MEL-28	UACC-257	SK-MEL-2	MALME-3M
9	COc1cc([N+](=O)[O-])c(N)c([N+](=O)[O-])c1	113	92	111	.
10	COCCOC(=O)Cc1ccccc1	103	106	117	97
11	Oc1c2c3c4c5c1N=CC=5CC[N+]=4C1(O)CCC3(CCN2)CC1	109	98	106	62
12	CCOc1ccc(Cc2nc3cc(C(=O)N(CC)CC)ccc3n2CC2CCCCC2)cc1	113	99	104	107
13	CC(C)(C)c1ccc(OP(=O)(Oc2ccc(C(C)(C)C)cc2)Oc2ccc(C(C)(C)C)cc2)cc1	88	97	89	128
14	O=C(O)c1ccc([S-])cc1.[Au+].c1ccc(CN2[CH-]N(Cc3ccccc3)C(c3ccccc3)=C2c2ccccc2)cc1	-20*	-19*	-43*	-69*
15	O=C1CC(N2CC2)C(=O)N1c1ccccc1 (stereo unspecified)	109	99	109	113
16	CCN(CC)CP(CN(CC)CC)CN(CC)CC	105	88	100	98

cpd	UACC-62	MDA-MB-435	LOX IMVI	SK-MEL-5
9	.	100	94	90
10	108	103	99	105
11	104	106	90	98
12	83	97	89	80
13	87	110	82	101
14	-52*	-9.0*	-79*	-93*
15	107	105	104	101
16	104	106	96	111

Carrying on.
cpd	compound	SK-MEL-28	UACC-257	SK-MEL-2	MALME-3M
17	Cc1ccc2c(c1)Cc1c(C(=O)NN3CCCCC3)nn(-c3ccc(Cl)cc3Cl)c1-2	101	98	86	104
18	CN(C)C(Cc1ccccc1)c1ccccc1 (stereo unspecified)	127	114	95	113
19	c1ccc(COc2ccc3[nH]cc(CCN(Cc4ccccc4)Cc4ccccc4)c3c2)cc1	104	.	94	91
20	COC(CN(C)Cc1c[nH]c2ccccc12)OC	112	91	101	82
21	Cc1cc(C(C)(C)c2ccc(O)c(C)c2)ccc1O	100	82	.	88
22	CC(C)CC(N(C)C)C1(c2ccc(Cl)cc2)CCC1 (stereo unspecified)	107	96	121	94
23	Cc1cc2c(C(=O)OC(C)C)nn(Cc3ccccc3)c2cc1C	101	104	90	96
24	CNC(=O)Oc1ccc2ccccc2c1	112	100	94	103
25	CCOC(=S)S[C@H]1C[C@@H]2[C@H](CC[C@]3(C)C(=O)CC[C@@H]23)[C@@]2(C)CCC(=O)C=C12	104	101	116	107
26	C[CH2][Pb]([CH2]C)([CH2]C)[O]C(=O)COC	18	.	-39*	11
27	COCCn1cc(C(=O)C2C(C)(C)C2(C)C)c2ccccc21	102	104	104	94

cpd	UACC-62	MDA-MB-435	LOX IMVI	SK-MEL-5
17	67	88	87	73
18	99	100	96	99
19	.	102	82	88
20	109	95	87	98
21	79	80	85	88
22	99	108	88	.
23	87	104	103	103
24	101	97	90	100
25	94	101	98	103
26	19	-12*	-21*	-75*
27	82	99	90	88

Compound profiles (already shown). Order of values: SK-MEL-28, UACC-257, SK-MEL-2, MALME-3M, UACC-62, MDA-MB-435, LOX IMVI, SK-MEL-5
Profile of `c1ccc2c(CN3CCOCC3)c[nH]c2c1` = 103, 85, 102, 98, 91, 105, 90, 87
Profile of `CC(=O)C(c1c(O)c2ccccc2oc1=O)c1cc(=O)oc2cc(C)ccc12` (stereo unspecified) = 109, 103, ., 107, 89, 110, 95, 100
Profile of `Cc1cc2c(C(=O)OC(C)C)nn(Cc3ccccc3)c2cc1C` = 101, 104, 90, 96, 87, 104, 103, 103
Profile of `COCCOC(=O)Cc1ccccc1` = 103, 106, 117, 97, 108, 103, 99, 105
Profile of `CC(C)CC(N(C)C)C1(c2ccc(Cl)cc2)CCC1` (stereo unspecified) = 107, 96, 121, 94, 99, 108, 88, .

Bioassay records (PubChem BioAssay)

An excerpt. The share of hits here may be higher or lower than overall.
